# PMI act hi M6P – activators of human phosphomannose isomerase at near-saturating mannose 6-phosphate; activation factor at 20 µM; AID 1216; coupled PMI enzyme assay, resazurin fluorescence, 20 min; hits give high values; 1 = untreated enzyme, 0 = substrate-free blank; actives 0.34% (n = 190,000);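 active means activation factor of 2 or more at 20 µM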
#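 Technique: Diaphorase-driven resazurin-to-resorufin fluorescence, excitation 544, emission 590 nm | Assay system: Human PMI in coupled enzyme assay | Times: Enzyme reaction with compound 20 min at room temperature | Medium: HEPES-buffered pH 7.4 with magnesium and detergent | Reagent: Mannose-6-phosphate 1.0 mM (near-saturating) plus 0.22 mM NADP+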
# TNAP act hiacc – TNAP (human) activation, high acceptor; purified TNAP, CDP-star luminescence, 1 M DEA, 30 min; hits give high values; 0 = EDTA background, 1 = DMSO-only activity; 200,000 tested, under 10 active; activation factor at 20 µM; AID 1136; P05186;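 active means activation factor at least 2 at 20 µM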
# Target sequence (P05186 whole entry, looked up): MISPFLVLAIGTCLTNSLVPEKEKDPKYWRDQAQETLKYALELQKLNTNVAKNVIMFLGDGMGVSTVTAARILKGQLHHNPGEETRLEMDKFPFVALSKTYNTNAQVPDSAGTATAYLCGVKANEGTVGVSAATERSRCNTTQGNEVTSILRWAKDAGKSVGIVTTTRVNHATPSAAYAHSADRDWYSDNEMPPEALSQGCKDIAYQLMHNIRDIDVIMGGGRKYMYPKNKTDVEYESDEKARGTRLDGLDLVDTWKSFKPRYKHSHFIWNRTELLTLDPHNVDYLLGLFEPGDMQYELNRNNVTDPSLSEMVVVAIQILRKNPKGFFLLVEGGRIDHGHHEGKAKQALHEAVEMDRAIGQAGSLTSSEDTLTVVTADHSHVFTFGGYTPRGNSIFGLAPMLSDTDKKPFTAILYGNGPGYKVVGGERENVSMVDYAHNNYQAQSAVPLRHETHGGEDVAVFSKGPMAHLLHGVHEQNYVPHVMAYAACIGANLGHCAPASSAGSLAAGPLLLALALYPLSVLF
#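 Control set: EDTA negative control, DMSO positive control / Assay system: human TNAP / Quantity: TNAP 1/800 final / Evaluation: TNAP activation factor scaled between EDTA and DMSO control wells / Measured by: luminescent substrate turnover signal / Compound dosing: one dose, 20 µM / Times: 30 min enzyme reaction at room temperature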
# Diaph act CS – diaphorase activation or chemical reduction counter-screen | AID 1229 | Diaphorase/resazurin coupled assay, resorufin fluorescence, 16 min; hits give high values; 1 = vehicle wells, 0 = NADH-free wells | activation factor at 20 µM | actives 0.005% (n = 190,000);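 active means diaphorase activity raised at least twofold by the compound at 20 µM; inactive means activation factor below 2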
#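 Material: bacterial diaphorase enzyme (C. kluyveri); amount: enzyme 0.07 U/mL final; reagent: NADH substrate 0.114 mM plus resazurin dye 0.1 mM, final; doses: single compound dose of 20 µM, 1% DMSO final; timing: 16 min enzyme reaction, ambient temperature; measured by: fluorescence of resorufin, 544 nm excitation, 590 nm emission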
# TNAP inh hi DEA – blocks human TNAP under high phosphate acceptor concentration. P05186. purified TNAP, CDP-star luminescence, 1 M DEA. inhibition, % at 20 µM. actives 0.03% (n = 200,000). AID 1135;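 active means over 50% inhibition of tissue-nonspecific alkaline phosphatase at 20 µM in the single-dose screen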;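 further: plate controls were DMSO wells for no effect and EDTA-quenched wells as full inhibition for full effect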
# FLuc stim CS – firefly luciferase counter-screen for stimulation assays. P08659. 200,000 tested, under 10 active. ATPlite luciferase biochemical, luminescence, 10 min; 0 = ATP-free wells, 1 = DMSO control. activation factor at 10 µM;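 active means luciferase activation factor, scaled between plate controls, of at least 2 with compound at 10 µM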
# Target sequence (P08659 whole entry, looked up): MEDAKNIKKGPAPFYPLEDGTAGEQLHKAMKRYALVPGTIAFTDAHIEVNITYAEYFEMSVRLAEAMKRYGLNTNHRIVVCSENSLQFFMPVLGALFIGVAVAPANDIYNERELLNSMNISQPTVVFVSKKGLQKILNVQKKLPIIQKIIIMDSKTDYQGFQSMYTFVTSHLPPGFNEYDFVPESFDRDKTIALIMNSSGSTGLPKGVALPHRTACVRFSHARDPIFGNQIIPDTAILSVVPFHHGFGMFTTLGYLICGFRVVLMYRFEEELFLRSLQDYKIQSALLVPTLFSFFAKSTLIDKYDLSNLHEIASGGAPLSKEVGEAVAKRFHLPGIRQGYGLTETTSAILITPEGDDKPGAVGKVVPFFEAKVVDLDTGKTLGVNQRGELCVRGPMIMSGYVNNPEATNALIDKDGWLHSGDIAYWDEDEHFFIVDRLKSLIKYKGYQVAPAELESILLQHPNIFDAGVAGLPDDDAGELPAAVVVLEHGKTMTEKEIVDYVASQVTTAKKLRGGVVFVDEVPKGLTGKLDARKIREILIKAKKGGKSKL
#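 test system = cell-free luciferase reagent | medium = PBS as buffer for the ATP substrate | dosing = test compounds dosed from 2 mM stocks in 100% DMSO | incubation = 10 min at ambient temperature | detection = luminescence measurement of luciferase light output | benchmarks = low control with PBS replacing ATP, high control enzyme plus ATP without compound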
# G6PDH CS – L. mesenteroides G6PDH inhibition counter-screen | inhibition, % at 5 µM | Purified L. mesenteroides G6PDH, diaphorase/resazurin coupled fluorescence, 45 min | AID 1020 | actives 0.12% (n = 200,000); in the data active means inhibition above about 50%
# PMI act – increases human mannose-6-phosphate isomerase activity; P34949; purified human PMI, coupled resazurin fluorescence, 20 min; hits give high values; 1 = vehicle control, 0 substrate-free wells; activation factor at 20 µM; actives 0.005% (n = 190,000); AID 1214;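 active means activation factor of 2 or more at 20 µM, relative to plate controls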
# TNAP inh noacc – blocks human TNAP activity with no phosphate acceptor present; P05186; purified TNAP, CDP-star luminescence, 30 min; inhibition, % at 20 µM; actives 0.26% (n = 200,000); AID 1012;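 active means tissue-nonspecific alkaline phosphatase inhibition above about 50% at 20 µM in the single-dose screen, limit read from the data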;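 further: 0% = DMSO negative control and 100% = EDTA positive control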
# HMGR II inh – blocks class II HMG-CoA reductase of Enterococcus faecalis; inhibition, % at 10 µM; actives 0.41% (n = 190,000); purified E. faecalis HMGR, NADPH absorbance 340 nm kinetic;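 active means inhibition above a set limit, the median over all tested compounds plus 3 SD, cut at about 9.5% in these data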;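 further: enzyme runs in reverse so mevalonate oxidation gives rising NADPH absorbance; 0% = complete reaction with DMSO and 100% = background rate lacking mevalonate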
# Diaphorase inh – counter-screen for diaphorase-based assays: diaphorase inhibitors and chemical oxidizers. actives 0.69% (n = 190,000). AID 1217. inhibition, % at 20 µM. diaphorase resazurin-to-resorufin fluorescence, NADH, 16 min; bacterial (C. kluyveri) enzyme, not human;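 active means primary screen inhibition at 20 µM above a set limit, cut at about 50% in these data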;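 further: plate controls were DMSO with full reaction for no effect and wells lacking NADH for full effect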
#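 controls = No-NADH positive control and DMSO neutral control | system = Clostridium kluyveri diaphorase enzyme | timing = reaction incubation of 16 min at room temperature | signal = resorufin fluorescence 544/590 nm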
# * marks the source's active call; other numbers are inactive results. Random draw from the library, and some 1.7% of all compounds hit somewhere here.
SMILES,PMI act hi M6P,TNAP act hiacc,Diaph act CS,TNAP inh hi DEA,FLuc stim CS,G6PDH CS,PMI act,TNAP inh noacc,HMGR II inh,Diaphorase inh
COc1ccccc1N1CCN(C(=O)Cc2c(C(=O)O)[nH]c3ccc(Cl)cc23)CC1,0.9,1.1,0.8,-8,1,3,1.1,-12,0,15
CC(C)(C)NC(=O)Cc1ccc(Cl)c(Cl)c1,1,1,1,-2,1.1,0,1.1,-13,-1,5
Cc1nn(C)cc1CNC(=O)c1ccc(F)cc1,1.1,0.9,1,7,1,-1,0.9,-10,-6,2
N#C/C(=C\c1ccc2c(c1)OCCO2)C(=O)NC1CCCCC1,1,1,1.1,-1,0.9,-21,1,-16,-2,-5
COc1ccc(C(=O)C2CCCN(Cc3cccn3-c3ccc(Cl)cn3)C2)c(OC)c1 (configuration not stated),1,1,1,-3,1,16,1,-5,-4,5
O=C(NC12CC3CC(CC(C3)C1)C2)N1CCC(O)CC1,0.9,1,0.9,4,1,-1,0.8,-5,0,8
CCSc1ccccc1C(=O)N1CCN(c2ccccc2F)CC1,0.9,1,0.9,0,1.1,0,0.9,-6,-3,14
Cc1ccc(=O)n(C(C(=O)NCc2ccco2)C(=O)c2ccc(F)cc2)c1 (configuration not stated),1,1,0.9,-3,1.1,6,0.8,-13,-5,13
Cc1nnc(NC(=O)CSc2nnc(-c3ccccc3)n2C)s1,1.1,1.1,0.9,-6,1,2,1,-9,1,6
O=C(c1ccc2c(=O)n3c(nc2c1)CCCCC3)N1CCN(Cc2ccccc2)CC1,1.1,1.1,0.9,-7,1.1,4,1.1,-4,0,9
O=C(Nc1cc(F)cc(F)c1)c1ccc(NCCCN2CCCCCC2)c([N+](=O)[O-])c1,0.9,0.9,0.9,8,1.1,1,1.2,13,-3,10
O=C(O)C1CSC(c2ccccc2Cl)N1C(=O)c1ccc(Cl)cc1 (configuration not stated),0.9,1,0.8,0,1,-3,0.9,-2,2,21
CC(C)CC(=O)NC(=S)NNC(=O)c1ccc([N+](=O)[O-])cc1,0.9,1,0.6,-1,1,22,0.8,-77,-7,42
COc1ccc(OC)c(C2C3=C(CCCC3=O)NC3=C2C(=O)CCC3)c1,1.1,1.1,1,-7,1,10,1,-13,2,-4
CCOC(=O)c1ccc(NC2Nc3cc(C)nn3S2)cc1 (configuration not stated),0.9,1,0.9,0,1,6,0.8,-16,0,5
CC1=NNC(=O)/C1=C\c1cn(-c2ccccc2)nc1-c1ccccc1,0.8,1,0.7,2,1,27,0.8,1,-8,28
Cc1ccc(N2C(=O)c3ccccc3C2Nc2ccccc2)nc1 (configuration not stated),1,1.1,0.8,-10,1.1,5,1,-14,-3,16
Cc1cc(SCc2ccccc2)nc(=O)[nH]1,1,1,0.9,0,1,4,0.9,-7,1,9
O=C(Nc1ccccc1N1CCOCC1)C1(c2ccc(Cl)cc2)CCC1,1,1,0.8,-1,1.1,-2,0.9,-16,-2,16
COC(=O)CP(=O)(c1ccccc1)c1ccccc1,1.1,1.1,0.9,-5,1.1,-4,1,-13,-1,5
O=C(Cc1coc(-c2ccc(F)cc2)n1)NCc1ccccc1,0.9,1,0.9,-2,1,5,0.9,-6,-2,6
CCOC(=O)c1cccc(NC(=O)CSc2nnc(-c3ccoc3C)n2CCOC)c1,0.9,1,0.7,-3,1,8,0.8,-12,3,29
CCCCCCNC(=O)c1cccc(-c2ccc(C)c3ccccc23)n1,0.9,1,0.9,-4,1,20,0.9,-11,-2,12
Cc1ccc(C2(C)NC(=O)N(CC(=O)NCCC3=CCCCC3)C2=O)cc1 (configuration not stated),1,1,1.1,-3,1,1,1,-11,0,-6
CCOC(=O)C1=C(SCC(=O)Nc2ccccc2)NC(=O)C(C#N)C12CCCCC2 (configuration not stated),1,1.1,0.9,-5,1.1,6,1,-8,3,9

# Additional entries follow.
SMILES,PMI act hi M6P,TNAP act hiacc,Diaph act CS,TNAP inh hi DEA,FLuc stim CS,G6PDH CS,PMI act,TNAP inh noacc,HMGR II inh,Diaphorase inh
N#CCCN(CC(=O)O)S(=O)(=O)c1ccccc1,1,1.1,0.9,-8,1.1,-3,1,-11,0,15
CC(Sc1nc(NCc2ccccc2)nc(N(C)C)n1)C(=O)Nc1ccccc1 (configuration not stated),0.9,1.1,0.9,-8,1,1,0.9,-24,7,8
CCC(=O)N1CCN(c2ccc(NC(=O)c3ccc(N4CCCC4)c([N+](=O)[O-])c3)cc2)CC1,1.1,1,1,2,1,3,1,-13,1,-2
Clc1cccc(CON/C=N/c2ncnc3sccc23)c1,1.1,1,1,2,1,5,1,-7,-2,-1
O=C1NC(=O)/C(=C\c2ccc(N3CCOCC3)o2)N1,0.9,1,0.8,3,1,3,1.1,-4,-7,17
CCOC(=O)C1(C)NC(c2ccco2)C2C(=O)N(c3ccc(C)cc3)C(=O)C21 (configuration not stated),1.1,1,0.9,1,1,-5,1.1,-9,1,11
O=C(O)CCc1ccc(-c2cccs2)n1NC(=O)c1ccc(Cl)cc1Cl,1,1,0.9,0,1,4,0.9,-2,-1,11
N#Cc1nc(-c2cccs2)oc1NCC1CCCO1 (configuration not stated),1,1.1,0.8,-7,1,-11,0.9,-16,-2,18
O=C(CCn1c(=O)oc2ccccc21)Nc1nc2ccccc2s1,0.8,1,0.8,0,1,-2,0.8,-12,-10,18
COc1ccc(OC)c2[nH]c(=O)c(CCNC(=O)COc3ccccc3)cc12,0.8,1,0.6,-3,1.1,3,0.9,-10,4,36
COc1cc([C@@H]2C[C@H]3CN(c4ccccc4)C(=O)[C@]34CCCN24)cc(OC)c1OC,1,1,0.9,-3,1,19,0.9,-13,7,14
Cc1ccc(C(=O)COc2nc(C)nc3ccccc23)cc1,1.3,1,0.9,4,1,7,1.4,-14,-11,9
COC(=O)c1cc2c(ccn2-c2ccc(F)cc2)n1CC(=O)N1CCN(C(=O)c2ccco2)CC1,0.9,1,0.9,2,1,0,0.9,-6,-1,13
COc1ccccc1NC(=O)Nc1c(C)nn(C)c1C,0.9,1,0.9,-3,1.1,6,0.9,-16,-2,5
COc1ccc(-n2c(Cc3cccn3C)nnc2SCC(=O)Nc2ccc3c(c2)OCCO3)cc1,1,1,0.8,-4,1,7,1,-20,1,15
O=C1C=CC(=O)N1CCNc1ncc(C(F)(F)F)cc1Cl,1.9,1.1,0.9,-8,1,8,1.3,-8,-2,14
COc1cc(Cl)c(C)cc1NC(=O)CSc1nnc(-c2ccco2)n1CC(C)C,0.9,1.1,0.6,-9,1,3,0.9,-9,-6,37
COC(=O)C1=C(SC)N(c2ccc(OC)cc2)C(c2ccccc2)CC1=O (configuration not stated),0.9,1,0.8,-5,1.1,-1,1,-9,0,18
Cc1nn(C(C)(C)C)c(OC(=O)c2cccs2)c1Sc1ccccc1,0.9,1.1,0.8,-8,1.1,6,0.9,-14,0,17
CCOC(=O)C1C(=O)NC(c2ccccc2)=NC1c1ccc(O)c(OC)c1 (configuration not stated),0.9,1,0.8,-5,1,6,0.9,-10,1,16
O=C(Nc1ccccc1-c1ccccc1)c1ccco1,0.9,1,0.8,-1,1,11,1,-5,4,16
COCCN1Cc2cccc(C(=O)Nc3cccc(C)c3C)c2C1=O,0.9,1,1,-5,1,2,0.9,-22,-2,3
COc1ccc2c(c1)[nH]c1c(=O)n(CCc3cnc[nH]3)cnc12,1.3,1.1,0.9,-8,1,-2,1,-13,-8,7
O=[N+]([O-])c1nn(-c2ccc(Cl)cc2)n(O)c1=NCc1cccnc1,0.9,1,0.9,2,1,22,0.8,-12,0,9
Cc1cc(NC(=O)CCC(=O)N(Cc2ccco2)C(C(=O)NC2CCCCC2)c2ccccc2)no1 (configuration not stated),1.1,1,0.9,-3,1.1,1,1.1,-2,-1,12

# Later entries:
SMILES,PMI act hi M6P,TNAP act hiacc,Diaph act CS,TNAP inh hi DEA,FLuc stim CS,G6PDH CS,PMI act,TNAP inh noacc,HMGR II inh,Diaphorase inh
O=C(CN1CCCCCC1)Nc1ccc(F)c(F)c1F,1,1,1,-3,1.1,5,1,-5,-11,3
CC(C)CCNC(=O)C(C)N(C(=O)Cn1nnc(-c2ccc(F)cc2)n1)C1CCCC1 (configuration not stated),0.9,1.1,0.9,-8,1.1,0,0.9,-7,-8,14
COc1cc(OC)cc(C(=O)N2CCN(C3CCN(Cc4ccccc4)CC3)CC2)c1,1.1,0.9,0.9,7,1,3,0.9,2,-4,8
CC(C)(C)OC(=O)N/N=C/c1ccc(N2CCOCC2)s1,0.9,1,0.8,-1,0.9,2,0.9,-5,0,20
Cc1c([N+](=O)[O-])cc(C(=O)Nc2ccc(Cc3ccncc3)cc2)cc1[N+](=O)[O-],1,1,0.9,-2,1.1,-11,1,0,1,13
CC(C)COCC(CN(Cc1ccccc1)c1ccccc1)N1CCCC1 (configuration not stated),1,1.1,0.9,-7,1,10,1.1,-7,5,6
CC(=O)NC(=S)Nc1cccc(S(=O)(=O)NC2=NCCC2)c1,0.9,1,0.8,-3,1,4,1,-4,0,17
Cc1nc(C(F)(F)F)nc(Nc2ccc(Br)cc2)c1C#N,0.9,1,0.9,-3,1.1,-14,0.9,-19,-2,14
O=c1[nH]c2ccccc2n1CCCSc1cnc2ccccc2n1,0.9,1,0.8,-2,1,-25,0.9,-8,-13,19
CC(=O)c1cccc(NC(=O)c2nccnc2C(=O)O)c1,0.9,1.1,0.8,-7,1,5,0.9,-8,-3,16
O=C1c2ccccc2S(=O)(=O)N1CC1CC(c2ccccc2)=NO1 (configuration not stated),1,1.1,0.8,-6,0.8,1,1.1,-13,-7,23
CCCCNc1ncnc2c1cnn2-c1ccc(C)cc1C,0.9,1.1,1,-6,1,1,0.9,-7,-9,1

# Full records as entered above. Order of values: PMI act hi M6P | TNAP act hiacc | Diaph act CS | TNAP inh hi DEA | FLuc stim CS | G6PDH CS | PMI act | TNAP inh noacc | HMGR II inh | Diaphorase inh
# `CC(C)COCC(CN(Cc1ccccc1)c1ccccc1)N1CCCC1` (configuration not stated) reads 1 | 1.1 | 0.9 | -7 | 1 | 10 | 1.1 | -7 | 5 | 6
# `CC(C)(C)OC(=O)N/N=C/c1ccc(N2CCOCC2)s1` reads 0.9 | 1 | 0.8 | -1 | 0.9 | 2 | 0.9 | -5 | 0 | 20
# `CC(C)CCNC(=O)C(C)N(C(=O)Cn1nnc(-c2ccc(F)cc2)n1)C1CCCC1` (configuration not stated) reads 0.9 | 1.1 | 0.9 | -8 | 1.1 | 0 | 0.9 | -7 | -8 | 14

# From PubChem
